High-throughput results from PubChem BioAssay.
G9a inh – blocks human histone lysine methyltransferase G9a; Q96KQ7; G9a H3K9 monomethylation, AlphaScreen, 2 h; Potency, µM (series often up to 102 µM), without a hit: top-dose activity, negative = inhibition, usual class: inhibitors; 350,000 tested, 8.8% active; further: potency means the concentration at half of the fitted maximal effect; on the % scale 0 is the no-effect control and ±100 the full control effect; nearly all actives have a fitted effect of over 75% in size
Target sequence (Q96KQ7 913-1193 limits assumed): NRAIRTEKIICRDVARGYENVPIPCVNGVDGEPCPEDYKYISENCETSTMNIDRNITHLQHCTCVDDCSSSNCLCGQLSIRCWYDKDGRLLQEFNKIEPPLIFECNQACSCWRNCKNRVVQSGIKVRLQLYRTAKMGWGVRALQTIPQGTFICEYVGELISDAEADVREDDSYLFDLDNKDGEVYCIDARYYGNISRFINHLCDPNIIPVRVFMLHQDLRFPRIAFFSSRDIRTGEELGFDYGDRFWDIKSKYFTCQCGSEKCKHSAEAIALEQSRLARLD
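AlphaScreen read-out: biotin-H3K9 peptide (500 nM) methylation by 20 nM enzyme with 20 uM SAM, 2 h at room temperature after 15 min compound preincubation; anti-monomethyl H3K9 antibody plus donor/acceptor beads, 10 min dark.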
Pin1 inhibitor – inhibitors of human Pin1; Potency, µM (doses to about 115 µM), without a hit: top-dose activity, negative = inhibition, most hits filed as inhibitors; Q13526; 390,000 tested, 0.009% active; Pin1 FP peptide displacement, HiFluor488, 10 min; active means well fitted inhibition curve with a large enough effect in the polarisation, with a control signal flat, not every such curve was filed as active; inconclusive means small, poorly fitted or top-dose-only effect, or effect the other way, or a change in a side signal; inactive means no such curve, though single readings can be large or run the other way; the % refers to the polarisation; further: potency means the concentration at half of the fitted maximal effect; on the % scale 0 is the no-effect control and ±100 the full control effect
PI4K2A inh – inhibitors of human PI4K2A | purified PI4K2A, ADP-Glo luminescence, 1 h; hits give low values | activity change, negative = inhibition, % at 76.9 µM | 420,000 tested, 0.13% active; in the data active means activity change below about -50%; inconclusive means mostly about -30% to -49%;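 further: -100% = wells without enzyme as full effect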
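ADP-Glo luminescence measured ADP generated by PI4K2A enzyme (4 ug/mL before mixing) with 1.2 mM PI substrate (pre-mix) and 300 microM ATP (pre-mix). Tris pH7.5 buffer with MgCl2, Triton X-100; 1 h reaction at ambient temperature.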
Pol eta inh – blocks human DNA polymerase eta activity; Q9Y253; recombinant Pol eta, fluorescent DNA replication assay; Potency, µM (doses to about 114 µM), for the others: at the top dose activity change, negative = inhibition, hits mostly inhibitors; 390,000 tested, 1.2% active; further: potency means the concentration at half of the fitted maximal effect; on the % scale 0 is the no-effect control and ±100 the full control effect
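Pol eta at 10 nM preincubated with compounds 15 min at room temperature; reaction started with fluorescent substrate (50 nM final) and read kinetically at 0 and 10 min.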
GLS inhibitor – inhibitors of human glutaminase (GLS); O94925; GLS enzymatic activity, qHTS titration; Potency, µM (doses to about 45.5 µM), for the others: at the top dose activity change, negative = inhibition, actives largely listed as inhibitors; 410,000 tested, 0.21% active; AID 624170; further: potency means the concentration at half of the fitted maximal effect; on the % scale 0 is the no-effect control and ±100 the full control effect
Target sequence (O94925 whole entry, looked up): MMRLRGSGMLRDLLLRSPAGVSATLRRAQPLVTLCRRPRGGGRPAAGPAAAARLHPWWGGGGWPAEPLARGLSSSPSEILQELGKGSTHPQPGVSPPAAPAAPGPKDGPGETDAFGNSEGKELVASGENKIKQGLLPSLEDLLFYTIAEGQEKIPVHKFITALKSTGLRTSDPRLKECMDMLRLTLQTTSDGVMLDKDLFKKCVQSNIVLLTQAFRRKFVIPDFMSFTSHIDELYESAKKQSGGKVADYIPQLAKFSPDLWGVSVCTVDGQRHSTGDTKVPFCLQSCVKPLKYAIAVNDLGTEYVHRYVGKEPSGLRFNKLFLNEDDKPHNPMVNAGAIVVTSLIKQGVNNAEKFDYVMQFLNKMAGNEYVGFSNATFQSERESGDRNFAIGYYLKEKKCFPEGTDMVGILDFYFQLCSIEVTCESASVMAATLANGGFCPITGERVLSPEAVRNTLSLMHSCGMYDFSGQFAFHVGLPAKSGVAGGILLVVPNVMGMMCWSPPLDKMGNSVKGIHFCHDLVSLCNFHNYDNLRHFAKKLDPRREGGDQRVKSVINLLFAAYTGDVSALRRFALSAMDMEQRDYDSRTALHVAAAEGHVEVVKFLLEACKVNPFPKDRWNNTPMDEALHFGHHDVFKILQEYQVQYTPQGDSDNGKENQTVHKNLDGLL
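Coupled fluorescence readout: glutamate oxidase/HRP/Amplex Red detect glutamate formed by hKGA from L-glutamine (1 mM solution added). Buffer 45 mM KH2PO4 pH 8.2, 0.02% Tween-20; reads at t0 and 30 min RT.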
JMJD2A Tudor – inhibitors of human JMJD2A Tudor domain | O75164 | 390,000 tested, 4.4% active | Potency, µM (series often up to 114 µM), for inactives: at the highest dose activity change, negative = inhibition, hits mostly inhibitors | AID 504339 | AlphaScreen JMJD2A-Tudor / H3K4me3 peptide binding; further: potency means the concentration at half of the fitted maximal effect; on the % scale 0 is the no-effect control and ±100 the full control effect; nearly all actives have a fitted effect of over 50% in size
HP1b binding inh – blocks HP1-beta chromodomain binding to methylated histone tails | AlphaScreen HP1-beta / biotin-H3K9me3 peptide binding | 390,000 tested, 0.56% active | Potency, µM (series often up to 114 µM), for inactives: at the highest dose activity change, negative = inhibition, hits mostly inhibitors | P83916; further: potency means the concentration at half of the fitted maximal effect; nearly all actives have a fitted effect of over 70% in size; inactives centre near 23
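Compound inhibition of the preformed complex between 50 nM HP1-beta and 50 nM biotinylated H3K9me3 peptide was read by AlphaScreen. Buffer was PBS pH 7.4 with 0.01% Tween-20. Incubations ran 30 min at room temperature, with 10 ug/mL donor/acceptor beads.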
BAZ2B inh – BAZ2B (human) inhibition; Q9UIF8; AlphaScreen BAZ2B-H3K14Ac peptide displacement; Potency, µM (highest dose often 114 µM), inactives show at the top dose activity change, negative = inhibition, actives largely listed as inhibitors; 360,000 tested, 4.4% active; AID 504333; further: potency means the concentration at half of the fitted maximal effect; on the % scale 0 is the no-effect control and ±100 the full control effect; nearly all actives have a fitted effect of over 60% in size
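Protein-peptide AlphaScreen: BAZ2B 50 nM, b-H3K14Ac 50 nM, 1x PBS pH 7.4 + 0.01% Tween-20. Preincubation 30 min RT; cpd 30 min RT (top 110 uM); beads 20 min RT, light-protected.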
PGK inhibitor – inhibitors of T. brucei phosphoglycerate kinase; P07378; PGK/GAPDH coupled, Kinase-Glo luminescence, 60 min; Potency, µM (titrated, usually from 57.5 µM), for the others: at the top dose activity change, negative = inhibition, actives largely listed as inhibitors; 380,000 tested, 0.043% active; AID 602233; further: potency means the concentration at half of the fitted maximal effect; on the % scale 0 is the no-effect control and ±100 the full control effect; nearly all actives have a fitted effect of over 60% in size
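Luminescent ATP detection (Kinase-Glo Plus) follows a 60-minute room-temperature incubation, with wells lacking PGK as controls. Buffer: 100 mM TEA (pH 7.6), 5 mM MgCl2, 0.01% Tween-20. Coupling enzyme GAPDH (100 nM final) supplies unstable 1,3-BPG in-well.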
* = called active by the depositor; i = inactive; u = inconclusive; x = no result given; [ ] = another dose, or the depositor's remark. Unless noted, the call rests on the fitted dose curve; in most records, active means well fitted curve in the direction sought with a large enough effect; inconclusive means small, poorly fitted or top-dose-only effect, or another doubt; inactive means no such curve, though single readings can be large; an effect the other way counts as inactive or inconclusive.

SMILES	G9a inh	Pin1 inhibitor	PI4K2A inh	Pol eta inh	GLS inhibitor	JMJD2A Tudor	HP1b binding inh	BAZ2B inh	PGK inhibitor
Cc1cc(C)nc(SCc2nnc(SCC(=O)Nc3ccc(Cl)c(C(F)(F)F)c3)o2)n1	15.3%[59 µM]	3.6%	0.8	-16.5%	-0.1%	-0.6%	40.4%[activator]	5.9%	3.3%
CCCCC(CC)CNC(=O)c1ccc2c(=O)n(Cc3ccc(OC)cc3)c(=O)[nH]c2c1 (stereo not drawn)	5.4%[59 µM]	0.6%	-21.6	-13.1%	-2.5%	2.0%	30.7%	-1.5%	-8.8%
Nc1nc(N)c2cc(CNc3ccc(Cl)c(Cl)c3)ccc2n1	x	x	2.1	-33.6%	1.2%	x	x	x	-8.3%
NC(=O)COC(=O)c1cc([N+](=O)[O-])ccc1NCCO	5.0%	-5.3%	3.6	-7.0%	-11.0%	-1.0%	40.3%[activator]	-13.2%	i
NNC(=O)CNC(=O)c1cccc(Br)c1	7.3%[59 µM]	3.8%	7.4	-0.2%	17.9%	-18.2%	8.6%	-4.5%	-1.4%
CCN(C(=O)c1nn(-c2ccc(OC)c(Cl)c2)c(=O)c2c1c1ccccc1n2C)c1cc(OC)ccc1OC	u	2.7%	-0.8	-5.2%	9.1%	-26.0%	13.6%	x	2.5%
COc1cc2c(C(=O)O)c(C)n(CC(C)C)c2c2ccccc12	-19.6%[59 µM]	0.8%	30.3	-17.8%	u	-10.8%	33.5%	8.0%	7.0%
COc1ccc(S(=O)(=O)N2CCC(n3c(C)nc4cccnc43)CC2)cc1Cl	0.4%[59 µM]	-0.5%	-0.9	-16.0%	0.7%	-6.2%	56.1%[activator]	3.0%	u
COCCNC(=O)CSc1nccn1Cc1ccc2c(c1)OCO2	u	0.8%	-0.7	-16.2%	6.9%	-7.3%	22.6%	-4.1%	-10.0%
O=C(CCCN1C(=O)/C(=C/c2ccccc2)SC1=S)Nc1ccc(O)cc1	u	6.6%	6.0	-13.4%	0.5%	u	6.6%	u	-0.6%
NC(=O)c1ccc(NS(=O)(=O)c2ccc(Br)s2)cc1	4.3%[12.7 µM]	-1.3%	-0.4	-0.8%	0.2%	3.0%	47.1%[activator]	5.8%	-8.5%
COc1ccc(/C=C(\C#N)C(=O)ONC2=NCCCCC2)cc1	-37.6%	4.6%	1.3	-12.0%	-1.5%	-3.4%	39.5%[activator]	-23.9%	-2.9%
COc1cccc(NC(=O)CN(c2cccc(F)c2)S(C)(=O)=O)c1	19.1%[59 µM]	-9.1%	-2.5	-6.2%	14.7%	-3.9%	12.6%	-5.1%	-6.4%
Cc1c(O)ccc(C(=O)CN2C(=O)c3ccccc3C2=O)c1O	8.9%[12.7 µM]	8.2%	0.9	-5.6%	-2.2%	-19.1%	29.1%	1.7%	i
CCN(CC)C(=O)C(Cc1ccccc1)N1C(=O)c2ccccc2C1=O (stereo not drawn)	-3.1%[12.7 µM]	2.8%	0.7	-8.3%	8.0%	-7.1%	14.8%	-1.4%	0.2%
CCCn1c(NCc2cccc(OC)c2O)nc2ccccc21	u	-6.9%	-1.1	-18.2%	9.8%	-16.5%[57.1 µM]	16.6%	-1.7%	5.9%
O=C(NC(Cc1c[nH]c2ccccc12)C(=O)O)/C(=C/c1ccc2c(c1)OCO2)NC(=O)c1ccccc1 (stereo not drawn)	u	-11.9%	-1.8	-8.7%	-8.3%	-13.9%	32.0%	x	i
COc1cccc(CN2CCCN(CC(=O)Nc3ccc4c(c3)OCCO4)S2(=O)=O)c1	-1.2%[12.7 µM]	u	2.9	u	-4.3%	-5.3%	17.3%	-24.2%	7.3%
O=C(Oc1cccc2ccccc12)C1CC1	x	6.0%	-0.7	3.2%	-1.3%	20.3%	64.1%[activator]	12.8%	i
O=C(NC1CCCCC1)C(c1ccncc1)N(C(=O)c1csnn1)c1ccccc1 (stereo not drawn)	-3.3%	-3.7%	-4.3	3.1%	9.5%	-6.3%	-16.6%	3.3%	4.5%
O=C(NNC(=O)c1cc2cc(OC(F)(F)F)ccc2[nH]1)c1cccc(C(F)(F)F)c1	7.9%	-6.2%	-1.9	-6.0%	5.7%	-14.0%	31.9%	3.8%	-1.4%
Cc1ccc(CCNC(=O)c2cnc3c(C)cccn3c2=O)cc1	14.9%[59 µM]	-5.0%	-5.8	3.6%	-1.2%	-4.0%	18.4%	0.5%	-6.4%
COc1cnn(-c2ccc([N+](=O)[O-])cc2)c(=O)c1Cl	x	-0.3%	3.1	-9.9%	-0.9%	-3.2%	61.2%[activator]	x	13.2%
COc1ccc(OC)c(NCc2nnc(-c3ccccc3)o2)c1	x	1.0%	1.4	-4.3%	-3.1%	u	-3.0%	u	-8.1%
Cc1ccc(Cl)cc1N1CCN(C(=O)Cn2cnc3onc(-c4ccc(F)cc4)c3c2=O)CC1	-8.6%[59 µM]	12.3%	1.7	-8.2%	-7.5%	-14.2%	45.5%[activator]	3.4%[57.1 µM]	0.4%
CCc1ccc(CNC(=O)c2cc3cc4ccc(OC)cc4nc3o2)cc1	1.6%[59 µM]	25.1%	-1.0	-3.1%	0.1%	-6.3%	20.7%	x	-5.0%
COc1ccc(C(=O)NC(=S)Nc2ccc3c(c2)Cc2ccccc2-3)cc1	u	15.3%	7.3	-4.1%	9.4%	-34.2%	-5.1%	2.9%	i
Cc1cc(NS(=O)(=O)c2ccc(NC(=O)COc3ccc(C#N)cc3)cc2)nc(C)n1	x	-0.6%	-1.8	-1.6%	-5.0%	-15.8%	23.3%	x	-2.7%
O=C(c1ccc2c(c1)N(Cc1ccccc1)C(=O)c1ccccc1S2(=O)=O)N1CCc2ccccc21	-25.4%[59 µM]	17.3%	-0.3	x	2.1%	-10.1%	19.7%	-24.6%	x
CCOc1[nH]n(-c2ccccc2)c(=O)c1C=Nc1ccc(Cl)cc1	-43.5%[12.7 µM]	u	6.0	-9.6%	2.7%	u	-31.2%	u	-9.6%
Cc1ccc(NNC(=O)c2ccno2)c(C)c1	0.794µM*	-2.4%	4.9	-19.0%	-5.6%	-16.6%	48.8%[activator]	-0.8%	5.0%
COc1ccc(CCNC(=O)c2nn(-c3ccc(C)cc3)c(=O)c3c2c2ccccc2n3C)cc1OC	3.5%[59 µM]	-7.9%	-1.9	x	-0.8%	-18.7%	17.2%	x	x

Compound profiles, as listed above.
Cc1ccc(CCNC(=O)c2cnc3c(C)cccn3c2=O)cc1 is listed with G9a inh = 14.9%[59 µM]; Pin1 inhibitor = -5.0%; PI4K2A inh = -5.8; Pol eta inh = 3.6%; GLS inhibitor = -1.2%; JMJD2A Tudor = -4.0%; HP1b binding inh = 18.4%; BAZ2B inh = 0.5%; PGK inhibitor = -6.4%
O=C(NC1CCCCC1)C(c1ccncc1)N(C(=O)c1csnn1)c1ccccc1 (stereo not drawn) is listed with G9a inh = -3.3%; Pin1 inhibitor = -3.7%; PI4K2A inh = -4.3; Pol eta inh = 3.1%; GLS inhibitor = 9.5%; JMJD2A Tudor = -6.3%; HP1b binding inh = -16.6%; BAZ2B inh = 3.3%; PGK inhibitor = 4.5%

Remaining list, next part.
SMILES	G9a inh	Pin1 inhibitor	PI4K2A inh	Pol eta inh	GLS inhibitor	JMJD2A Tudor	HP1b binding inh	BAZ2B inh	PGK inhibitor
CCCCCN(C(=O)CCC(=O)OCCOc1ccccc1)c1c(N)n(CCCC)c(=O)[nH]c1=O	1.1%	1.1%	-0.6	-17.8%	12.7%	-15.9%	-13.1%	-5.5%	4.3%
CCC(CC)=NNc1ccc(S(N)(=O)=O)cc1[N+](=O)[O-]	u	-5.5%	3.8	2.8%	-0.8%	u	11.5%	-36.2%	-5.9%
CC1CCCCC1NS(=O)(=O)c1ccc(S(=O)(=O)N2CCN(CCC#N)CC2)cc1 (stereo not drawn)	-41.6%[59 µM]	1.2%	-4.1	-11.9%	1.1%	-9.9%	97.0%[activator]	-12.8%	-5.9%
COc1ccccc1-c1ccc([C@@H]2C[C@H]3[C@@H](CN2)CON3C)cc1	x	x	2.7	-6.5%	3.6%	x	x	x	-2.9%
O=C(Cc1cccc2ccccc12)N/N=C/c1ccc(F)cc1	x	1.2%	-0.6	-8.9%	u	-13.5%	32.6%	10.1%	-8.8%
CC(NC(=O)C1CC=CCC1C(=O)O)C1CC2CCC1C2 (stereo not drawn)	-25.5%[59 µM]	-8.9%	3.1	16.3%	-17.4%	-12.9%	47.3%[activator]	-17.1%	i
COc1ccc(CCNC(=O)CCCOc2ccc(C)cc2)cc1OC	-9.5%[59 µM]	2.2%	-0.1	-15.1%	-15.7%	u	u	8.3%	i
Nc1c(C(=O)Nc2cccc(C(=O)O)c2)sc2nc3c(cc12)CCCC3	44.7µM*	u	-1.4	u	-10.7%	-23.5%	34.5%	-3.6%	3.7%
C=CCNC(=S)NC(=O)c1ccc(C)c(Br)c1	u	0.3%	-1.4	-21.5%	0.0%	0.0%[11.4 µM]	55.9%[activator]	u	0.7%
CCOC(=O)c1ccccc1NC(=O)COC(=O)c1ccccc1C(=O)N(C)c1ccccc1	-6.8%[2.33 µM]	-7.7%	0.9	-11.6%	-1.8%	-23.0%	35.0%	1.8%	-7.4%
COc1ccc(-n2c(=S)[nH]c3cc(C(=O)NCCCN4CCCC4=O)ccc3c2=O)cc1	u	-1.9%	10.6	-13.7%	-11.3%	-4.4%	35.2%	-4.7%	-4.3%
CCN1C(=O)[C@H]2[C@@H](c3ccc(-c4ccc(C(C)=O)cc4)c(OC)c3)N3CCCC[C@@]3(C(=O)OC)[C@H]2C1=O	x	20.1%	6.2	-10.1%	-3.9%	-24.8%	24.5%	x	i

The list is partial; rates above refer to the full screens.
